Screening data from PubChem BioAssay.
TbREL1 primary: TbREL1 RNA ligase inhibitors, primary screen, biochemical, FRET fluorescence. RNA-editing ligase 1, mitochondrial (Trypanosoma brucei brucei), P86926. inhibition, % at 9.66 µM. AID 1117264, 2014. 0.49% of 89,000 active. TbREL1 RNA ligation;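 active = inhibition above the mean inhibition across all screened compounds plus 3 SD, cut at about 11% in these data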;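 note: 0% = plate median of test wells and 100% = NSC42067 control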
Target sequence (P86926 whole entry, looked up): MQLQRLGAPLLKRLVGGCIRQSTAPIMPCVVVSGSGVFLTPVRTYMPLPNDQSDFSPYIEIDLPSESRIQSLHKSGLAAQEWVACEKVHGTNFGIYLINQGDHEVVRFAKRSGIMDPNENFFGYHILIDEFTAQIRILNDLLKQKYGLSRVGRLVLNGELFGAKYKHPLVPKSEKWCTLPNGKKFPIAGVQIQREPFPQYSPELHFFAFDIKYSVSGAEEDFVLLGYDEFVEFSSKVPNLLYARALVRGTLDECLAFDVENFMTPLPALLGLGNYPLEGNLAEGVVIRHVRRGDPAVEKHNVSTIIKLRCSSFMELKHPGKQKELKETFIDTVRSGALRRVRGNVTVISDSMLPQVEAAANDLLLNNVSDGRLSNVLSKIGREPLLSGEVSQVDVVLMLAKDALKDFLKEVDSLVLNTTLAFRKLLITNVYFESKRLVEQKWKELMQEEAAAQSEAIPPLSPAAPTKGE
* = called active by the depositor. The list is partial; the hit share may differ from the screen's.

Molecule,TbREL1 primary
COc1ccc(CNC(=O)CC2C[C@H](C(=O)N(C(C)C)C(C)C)[C@@]3(C)c4[nH]c5ccccc5c4CCN3C2=O)cc1OC (some centres not stated),-2.3
COc1ccc(N2CCN(C(=O)[C@@H](NC(=O)c3ccccc3Cl)C(C)C)CC2)cc1,-6.5
COc1ccc(C(=O)Nc2cc([N+](=O)[O-])ccc2N2CCN(C)CC2)cc1,2.4
NC(=O)c1ccsc1NC(=O)c1ccc(S(=O)(=O)N2CCCC2)cc1,6.2
Cc1cc(Br)cc(C)c1NC(=O)c1ccc(C#N)cc1F,0.8
CC(=O)N1CCN(c2ccc(Nc3nc(C)nc4c3oc3ccccc34)cc2)CC1,-5.2
COc1ccccc1CN1CCc2c([nH]c3ccccc23)C1,-0.7
O=C(NCC1(N2CCCCC2)CCCCC1)c1ccc(NS(=O)(=O)c2ccc(F)cc2)cc1,-1.7
Cc1c(CCC(=O)O)c(=O)n2c([nH]c3ccccc32)c1C#N,-1.6
O=C(CSc1nc2ccccc2o1)N1c2ccccc2Sc2ccccc21,0.2
COc1cc(NS(=O)(=O)c2ccc(F)cc2)c(C(=O)O)cc1OC,-0.3
Cc1csc(NC(=O)CSc2nnc(Cc3cccn3C)n2CCc2ccccc2)n1,-4.9
O=C(c1cc2ccccc2oc1=O)N1CCN(c2ccc(N3CCOCC3)nn2)CC1,-1.1
COc1ccc(CC(=O)N(C)CC(=O)Nc2c(C)cccc2C)cc1S(=O)(=O)N1CCOCC1,0.5
COc1ccc([C@@H]2[C@H]3CN(C(C)=O)CC=C3C(C#N)=C(N)C2(C#N)C#N)c2ccccc12,4.6
Cc1ccccc1CNC(=O)c1ccccc1C,0.5
COC(=O)c1c(C)[nH]c(C(=O)CN(C)CC(=O)Nc2cccc(F)c2)c1C,-1.7
C/C(CC(=O)NC12CC3CC(CC(C3)C1)C2)=N\NC(=O)c1ccc(F)cc1,1.1
COc1cccc(N2CCN(CC(=O)NCc3ccco3)CC2)c1,-0.8
Nn1c(SCC(=O)NCC2CCCO2)nnc1-c1ccco1 (configuration not stated),0.9
CCCCCOC(=O)Nc1nc(=O)n([C@@H]2O[C@H](C)[C@@H](O)[C@H]2O)cc1F,6.6
COc1ccccc1CNC(=O)CCCc1cn(C)c2ccccc12,-1.7
CCOC(=O)C1CCN(Cc2cn(C)nc2-c2ccc(Oc3ccccc3)cc2)CC1,-1.8
COc1ccccc1C(=O)N1CCC(N2CCN(c3ccccc3)CC2)CC1,6.2
O=C1NC(CCc2ccccc2)C(=O)N1CCOc1ccccc1 (configuration not stated),-2.9
Cc1ccc(NC(=O)C2CCCN(c3ncccn3)C2)cc1F (configuration not stated),4.4
COc1ccc(CCN(Cc2cccs2)S(=O)(=O)c2ccc(C)s2)cc1OC,-3.7
NC(=O)c1ccccc1NC(=O)/C=C/c1cccc(Cl)c1,-1.5
CC1CCN(CCc2nc3cc(NC(=O)NC4CCCCC4)ccc3n2C)CC1,-1.0
CCOc1cc2[nH]c(=S)n(C3CCN(Cc4ccccc4)CC3)c(=O)c2cc1OCC,0.4

3 of the entries above in order of their number in TbREL1 primary, low to high:
Molecule,TbREL1 primary
O=C1NC(CCc2ccccc2)C(=O)N1CCOc1ccccc1 (configuration not stated),-2.9
NC(=O)c1ccccc1NC(=O)/C=C/c1cccc(Cl)c1,-1.5
C/C(CC(=O)NC12CC3CC(CC(C3)C1)C2)=N\NC(=O)c1ccc(F)cc1,1.1

Next entries follow:
Molecule,TbREL1 primary
Cc1ccc2nc(C3CCCCC3)c(Cc3cccc(Cl)c3)n2c1,-3.6
N#CC(Sc1ccccn1)c1ccc(Cl)cc1 (configuration not stated),-1.4
CC(C)(C)c1ccccc1NC(=O)CN1C(=O)NC2(CCCC2)C1=O,-1.5
COc1ccc(-n2ncc3c2CC(C)(C)CC3NC(=O)CCn2cncn2)cc1 (configuration not stated),-4.0
OCC#CCSc1nnc(-c2ccncc2)o1,6.4
O=C(Nc1ccc2c(c1)CCC2)c1ccc(Cl)nc1,0.0
Cc1cccc(CNC(=O)Nc2nnc([C@@H]3C[C@H](O)[C@@H](CO)O3)s2)c1,1.0
O=C(NCCC1=CCCCC1)C1CCN(S(=O)(=O)c2ccc(Cl)s2)CC1,-4.1
Cc1onc(-c2c(Cl)cccc2Cl)c1C(N)=O,0.1
O=C(CCN1CCOCC1)c1ccc(N2CCCCC2)cc1,-1.6
CCCN1CNC(=S)N(c2ccccc2OCC)C1,0.7
COc1ccc(N(CC(=O)NCCC2=CCCCC2)S(C)(=O)=O)cc1,-2.0
O=C(Cc1ccccc1)NCCc1cnc[nH]1,-1.7
CC(C)=C1SC(N2CCCCC2)=NC1=O,-3.4
COc1ccc(CN(CC2CCCO2)S(=O)(=O)c2ccc(C(=O)O)cc2)cc1OC (configuration not stated),-1.6
Cc1cccc(NC(=O)COC(=O)C2C3CC4OC(=O)C2C4C3)c1C (configuration not stated),2.6
O=Cc1ccc(Oc2cc(-c3ccccc3)nc(-c3ccccc3)n2)cc1,3.9
CS(=O)(=O)N(CC(=O)NCc1ccncc1)Cc1ccc(Cl)cc1,5.8
CC(NC(=O)Cn1c(=O)[nH]c2ccsc2c1=O)C12CC3CC(CC(C3)C1)C2 (configuration not stated),0.1
Cc1cccc(C(=O)Nc2ccc(NC(=O)c3ccccc3)cc2)c1,-0.8
Cn1c(=O)c2c(nc(NCCc3ccccc3)n2Cc2ccc(F)cc2)n(C)c1=O,-1.3
O=C(Nc1ccc(-c2ccc3nncn3n2)cc1)C1CCCC1,-1.4
Cc1c(N2C(=O)/C(=C/c3cccc4ccccc34)SC2=S)c(=O)n(-c2ccccc2)n1C,1.3
COc1ccc(N(C(C)C(=O)Nc2ccc(S(=O)(=O)N3CCCCC3)cc2)S(C)(=O)=O)cc1 (configuration not stated),-1.8
CC1=C(C(=O)Nc2ccccc2)C2(CCCCC2)C(C#N)=C(S)N1,-3.9
O=C(C1=C[C@@H](c2ccc(C(F)(F)F)cc2)C[C@@H](OCCCCO)O1)N1CCCCCCC1,-3.8
CN(C)C(=S)Nc1cccc(-c2n[nH]c(=S)o2)c1,-6.1
CCCCNc1c(-c2ccc(SC3CCCCC3)c(OC)c2)nc2ccc(Cl)cn12,25.0*
Cc1cc(OCCCCCN2CCCC2)ccc1Cl,7.7
O=C(COC(=O)CCC(=O)c1ccc(F)cc1)NCc1ccco1,0.3

4 structures already listed, arranged by length of the SMILES, low to high:
Molecule,TbREL1 primary
Cc1ccccc1CNC(=O)c1ccccc1C,0.5
Cc1cc(OCCCCCN2CCCC2)ccc1Cl,7.7
COc1ccc(N(CC(=O)NCCC2=CCCCC2)S(C)(=O)=O)cc1,-2.0
O=Cc1ccc(Oc2cc(-c3ccccc3)nc(-c3ccccc3)n2)cc1,3.9

Further entries:
Molecule,TbREL1 primary
C=CCSc1nc(O)c(C2OC(=O)c3c2ccc(OC)c3OC)c(=O)n1-c1ccccc1 (configuration not stated),-0.2
CCOc1ccc2nc(NC(=O)C3(C)CC3(Br)Br)sc2c1 (configuration not stated),0.2
COCCNC(=O)c1cc(-c2cccnc2)nc2ccc(Br)cc12,5.5
CC(=O)NN1C(=O)c2ccc3c4c(ccc(c24)C1=O)C(=O)N(NC(C)=O)C3=O,3.9
CCOc1ccccc1NC(=O)N1CCCC1C(=O)Nc1ccc(NC(C)=O)cc1 (configuration not stated),2.9
COc1ccc(NC(=O)C2CCCN(c3cnccn3)C2)c(OC)c1 (configuration not stated),-0.6
O=C(Cn1ncc2c1-c1ccccc1OC2)Nc1nc2ccccc2s1,0.9
CCc1noc(C)c1C(=O)Nc1nnc(CC(C)C)s1,-1.2
CC(C)[C@H](NC(=O)N1CCOCC1)C(=O)N1CCC[C@H]1C(=O)NCc1ccccc1,5.0
O=C(CSc1ccccc1F)NCCCN1CCCC1=O,0.9
CCn1cc(CN2CCC(n3nccc3NC(=O)C(OC)c3ccccc3)CC2)cn1 (configuration not stated),-1.0
COC(=O)[C@]12C[C@H](CC(=O)NCc3cccc(C(F)(F)F)c3)C(=O)N(Cc3ccc(Cl)cc3Cl)C1=C[C@H](C(C)C)O[C@@H]2C1CC1,4.3
COc1cc(NC(=O)C2CCCN(S(=O)(=O)c3cccc4cccnc34)C2)cc(OC)c1 (configuration not stated),-1.7
CCOc1cc(C2NC(=O)NC(O)(C(F)(F)F)C2C(=O)c2ccc(OC)cc2)ccc1O (configuration not stated),-0.3
CC(=O)c1c(C)oc2ccc(N(C(C)=O)S(=O)(=O)c3ccc(Br)cc3)cc12,-2.3
CCCCC[C@@H]1[C@H]2[C@H]3C(=O)N(c4ccccc4)C(=O)[C@H]3CC(=O)[C@H]2[C@H](c2ccccc2)N1S(=O)(=O)c1ccc(C)cc1,-1.5
CCOC(=O)[C@H]1[C@H]2COc3ccc(Cl)cc3[C@H]2N2C(=O)CNC(=O)[C@@]12C,-0.5
COC(=O)C1C(=O)C(C(=O)/C=C/c2ccccc2)C(=O)CC1(C)C (configuration not stated),1.7
O=C(c1c(F)cccc1F)N1CCCC(c2nc(-c3cccs3)no2)C1 (configuration not stated),-3.0
c1ccc(-c2nnn(C34CC5CC(CC(C5)C3)C4)n2)cc1,0.3
Cc1cc2c(=O)n(CC(=O)NCC(=O)Nc3ccc(C(C)C)cc3)cnc2s1,1.9
Cc1noc(C)c1S(=O)(=O)Nc1ccc2c(c1)C(=O)N([C@H](C)CO)C[C@H](C)[C@H](CN(C)S(=O)(=O)c1ccc(Cl)cc1)OCCCC[C@@H](C)O2,3.7
CC(=O)NS(=O)(=O)c1ccc(NC(=S)NC(=O)C(C)(C)C)cc1,2.9
O=C(NC1CCCCN(Cc2ccc(Cl)cc2)C1=O)C(c1ccccc1)c1ccccc1 (configuration not stated),-2.0
COc1ccc(CC(=O)Nc2cc(S(C)(=O)=O)ccc2Cl)cc1S(=O)(=O)N1CCOCC1,-1.4
COc1ccc(S(=O)(=O)N/N=C\c2ccc([N+](=O)[O-])o2)c(OC)c1,1.4
Cc1ccc(S(=O)(=O)N2C[C@H]3[C@H]4C(=O)N(c5ccccc5)C(=O)[C@H]4C[C@H](OC(=O)Nc4cccs4)[C@@]3(O)C2)cc1,-2.0
CCN(CC)CCNC(=O)c1ccc(NC(=O)Cc2cccc3ccccc23)cc1,1.3
O=C(c1ccc(C#CC2(O)CCCCC2)cc1)N1CCN(Cc2ccccc2)CC1,-2.6
O=C(O)CC/C(=N/NC(=O)CNC(=O)Cc1ccc(Cl)cc1)c1ccccc1,-0.2
O=C(CSc1nc2ccccc2s1)NCc1ccc2c(c1)OCO2,-0.6
COc1cccc(Nc2ncc(C#N)c(N)n2)c1,-5.2
COc1cc2c(cc1OC)C(c1cccc(Br)c1)CC(=O)N2 (configuration not stated),1.8
CCn1cc(C(C)NC(=O)Nc2ccc3c(c2)OCO3)c(C)n1 (configuration not stated),0.6
CN1CCN(C(=O)c2ccc3c(c2)N(Cc2ccc(Cl)cc2)C(=O)c2ccccc2S3=O)CC1 (configuration not stated),-0.3
Cc1ccccc1-c1nc(CN2CCC(C(=O)NCCC3=CCCCC3)CC2)c(C)o1,1.0
O=C(Cn1c(CO)nc2ccccc21)NCCc1ccc(F)cc1,-2.0
Cc1oc2c(c(C)cc3oc(=O)c(CC(=O)N[C@@H](C)C(=O)O)c(C)c32)c1C,-1.8
Cc1c(NC(=O)c2ccccc2NS(=O)(=O)c2ccc(Br)cc2)c(=O)n(-c2ccccc2)n1C,0.0
O=C(NN=C1CCN(Cc2ccccc2)CC1)c1cccc(S(=O)(=O)Nc2ccccc2Cl)c1,-2.9
COCC1CCCN(C(=O)c2cc(COc3ccc(C(C)=O)cc3)on2)C1 (configuration not stated),-0.6
Cc1noc(C)c1S(=O)(=O)N(CC(=O)N1CCn2c1nc1ccccc12)c1ccc(C(C)C)cc1,0.6
C/C(=N\NC(=O)Cc1cc(=O)[nH][nH]1)c1ccc([N+](=O)[O-])cc1,-4.4
CN(C)S(=O)(=O)c1ccc(N2CCCC2)c(C(=O)N2CCN(S(=O)(=O)c3ccc(F)cc3)CC2)c1,0.0
COCC(=O)OCC(=O)Nc1cc([N+](=O)[O-])ccc1Cl,0.7
Cc1nnc(NC2=NCCC2)s1,-0.6
O=C(CCNC(=O)Cn1ccc2ccccc2c1=O)NCc1ccccn1,2.8
CCc1sc(C(=O)Nc2ccc3c(c2)OCO3)cc1C,3.7
COc1ccc(OC)c(NC(=O)CSc2nnc(-c3ccco3)o2)c1,3.2
Cc1ccc(NC(=O)C2(C)CCN2C2Cc3ccccc3C2)cc1 (configuration not stated),-1.7
C[C@H]1[C@@H](OC(=O)Nc2ccccc2Cl)CC[C@@]23CCCN2C(=O)CCC[C@@H]13,-2.4
Cc1cc(C)cc(NC(=S)NCCN(C2CCCCC2)C2CCCC2)c1,-4.5
Cc1ccc(NC(=O)CSc2nnc(Cc3csc(C)n3)o2)cc1,1.1
COc1ccc(C2CC(c3ccc(C)o3)=NN2C(C)=O)cc1 (configuration not stated),-0.1
Cc1cc(OCC(=O)Nc2cccc(S(=O)(=O)N3CCCCC3)c2)ccc1Cl,5.7
O=C(CC(=O)Nc1cccc(Cl)c1)N/N=C\c1ccccc1,3.5
O=c1c(CN2CCN(Cc3ccccc3)CC2)coc2ccc(Cl)cc12,2.1
CCCCCN(C(=O)CCC(=O)OCC(=O)N(C)Cc1ccc(C)cc1)c1c(N)n(CCCC)c(=O)[nH]c1=O,-2.0
COC(=O)CN1C(=O)[C@H]2[C@@H](/C=C/c3ccccc3)N3C(=O)CN(CCO)C(=O)[C@@]3(Cc3ccccc3)[C@H]2C1=O,-2.8
